# High-throughput results (PubChem)
# Growth percent in the NCI-60 one-dose screen (48 h, 10 µM unless noted): 100 = growth as untreated, 0 = no growth, -100 = all killed.
# MDA-MB-435: MDA-MB-435 melanoma; 82,000 tested, 7.8% active
# HOP-62: HOP-62 NSCLC. 80,000 tested, 3.9% active. AID 1794735
# CCRF-CEM: CCRF-CEM leukemia; 77,000 tested, 7% active; AID 1794778
# RPMI-8226: RPMI-8226 leukemia cells; 77,000 tested, 7.5% active; AID 1794781
# HOP-92: HOP-92 NSCLC cells. 71,000 tested, 6.3% active. AID 1794738
# A549/ATCC: A549/ATCC NSCLC. 81,000 tested, 3.7% active. AID 1794740
# EKVX: EKVX NSCLC; AID 1794765; 71,000 tested, 3% active
# M14: M14 melanoma; 80,000 tested, 6.2% active
# An asterisk follows results filed as active; . = no result given; & = joins results of further samples; [ ] = another dose, or the depositor's remark. The calls were made as follows: active = growth percent below 10; inactive = the rest.
SMILES,MDA-MB-435,HOP-62,CCRF-CEM,RPMI-8226,HOP-92,A549/ATCC,EKVX,M14
COc1ccc[nH]c1=O,100,98,103,109,98,102,100,106
CC12CCC=CC1=C(C=O)C1C2CCC2(C)C(O)CCC12 (stereo not drawn),97,126,76,87,84,99,94,.
CCN1CCN(CC(=O)Nc2nc3ccc(NCc4ccc(C)cc4)cc3s2)CC1,-42*,79,56,49,39,73,73,-44*
CCOC(=O)c1cc(C(=O)c2ccc(OC)c(OC)c2)n2c1ccc1c3ncccc3ccc12,101,92,101,105,121,97,102,102
CCNC(=O)N1CCc2cc(OC)c(OCCc3ccc(OC)c(N)c3)cc2C1c1cc(C)c(C)cc1C (stereo not drawn),17,34,47,32,.,20,58,28
CC(=O)Nc1ccc(/C=N/NC(=S)NCC(C)C)cc1,111,94,95,97,99,104,105,.
COc1ccc(/C=C(/NC(=O)c2ccccc2)C(=O)Nc2ccc(S(N)(=O)=O)cc2)c(OC)c1,99,95,97,85,70,91,98,114
N#Cc1c(-c2ccc(Cl)cc2Cl)c2c(N)nn(-c3ccccc3)c2[nH]c1=O,104,100,97,96,90,103,100,97
C=C(C)[C@@H]1CC[C@]2(COC(=O)c3cccnc3)CC[C@]3(C)[C@H](CC[C@@H]4[C@@]5(C)CCCNC(C)(C)[C@@H]5CC[C@]43C)[C@@H]12,91,108,106,63,70,97,88,93
CCCc1cc(=O)n2c(C(=O)Nc3c(F)cccc3F)c(C(=O)Nc3ccc(C(=O)OC)cc3)sc2n1,101,101,.,108,74,93,101,105
O/C(C=Nc1ccccc1)=C\C=C\Nc1ccccc1,91,108,56,77,71,96,92,86
COc1ccc(Sc2nc(NC3CC3)nc(Sc3ccc(OC)cc3)n2)cc1,96,103,87,56,.,82,.,101
COc1ccc(NC(=S)N/N=C/c2cccc(F)c2)cc1,105,102,72,93,81,84,97,100
CNC(=O)c1[nH]c(C)c2c1CCCCC2=O,104,97,102,101,95,99,112,98
S=c1nc2oc(-c3ccccc3)c(-c3ccccc3)c2c(/N=C\c2cccs2)[nH]1,109,86,98,85,77,97,81,98
CC(C)NC1(C#N)CCN(Cc2ccccc2)CC1,98,49,105,117,91,104,95,93
CN1CCN(c2ccc(NC3=CC(=O)c4ncncc4C3=O)cc2)CC1,-90*,-87*,3.2*,-29*,-62*,-8.0*,-87*,-82*
O=C(Nc1ccc2c(ccn2Cc2ccc(F)cc2)c1)c1cccnc1,55,76,.,81,87,86,63,103
COc1ccc(-c2cc(-c3ccc4c(c3)OCO4)n3c(n2)nc2ccccc23)cc1OC,97,106,68,66,56,90,94,112
N=c1sc(Cc2cccc(Cl)c2)cn1CC(=O)c1ccc(Br)cc1,69,102,87,92,95,65,75,68
N#CC1CN(S(=O)(=O)O[C@@H]2C(=O)N(c3cc4c5ccccc5ccc4c4ccccc34)[C@H]2c2ccc(F)cn2)C1,83,93,93,91,82,95,91,97
C=C(C)[C@@H]1CC[C@]2(C(=O)ON)CC[C@]3(C)[C@H](CC[C@@H]4[C@@]5(C)C/C(=C/c6ccc(Br)cc6)C(=O)C(C)(C)[C@@H]5CC[C@]43C)[C@@H]12,81,86,68,62,74,55,60,76
C=C1CCC2(C#N)[C@H]3[C@H](CC[C@@H]2C)[C@@H](C)C[C@@H](CC(C)(C)NC(=O)CN2CCC2=O)[C@H]13 (stereo partly drawn),58,.,.,-11*,.,67,53,55
CCN(CCNc1cc(OC)cc2cccnc12)CCc1ccccc1,104,65,74,82,77,74,91,93
Nc1c(C(=O)Nc2cccc3cccnc23)sc2nc3c(cc12)CN(Cc1ccccc1)CC3,107,102,38,84,75,98,96,94

# (more compounds)
SMILES,MDA-MB-435,HOP-62,CCRF-CEM,RPMI-8226,HOP-92,A549/ATCC,EKVX,M14
Cc1ccc(CSC(=N)N)cc1C,112,110,.,79,67,103,100,105
O=C(O)CC(c1ccccc1)c1ccccc1,106,106,111,108,113,101,104,106
COc1ccc(CNc2ccc(NCc3ccc(OC)c(OC)c3OC)cc2)c(OC)c1OC,110,96,97,96,93,96,103,107
C=CCN1C(=O)/C(=C/C(=O)OCC)S/C1=N\Nc1cc(=O)[nH]c2ccc(C)cc12,106,97,106,102,100,100,102,102
Cc1ccc(Br)c(O)c1,99,94,89,.,88,78,100,94
COc1ccc(-c2nnc(SCC(=O)Nc3ccc(C(=O)/C=C/c4ccccc4)cc3)o2)cc1OC,93,119,102,71,105,98,100,105
O=C(NNc1nc2cc(F)ccc2n2cncc12)c1cnccn1,25,36,14,25,64,22,20,0.3*
COc1cc2c3c(cc4c5c(ccc4c3c1OC)OCO5)N(CCN(C)C)C2=O,-19*,6.7*,1.6*,-22*,-9.1*,0.4*,-22*,-55*
CN(C)c1ccc(/C=N\Nc2ccccn2)c(Cl)c1,98,106,91,86,75,100,88,114
O=C(CN1CCN(CC(=O)c2ccccc2)CC1)c1ccccc1,116,111,112,110,.,104,114,97
CCCCCCCCCCCCCCCc1cc(O)cc(O)c1,109,99,34,85,100,97,122,.
CC(C)(CC=O)c1ccccc1,104,84,95,109,108,67,102,99
CCC(=O)OC1=C(C)SC2=NC(c3ccc(Cl)cc3)=CC(c3ccc(OC)cc3)N21 (stereo not drawn),105,106,90,86,102,87,.,103
COc1ccc(OC)c(C2C3=C(CC(C)(C)CC3=O)OC2C(=O)c2ccc(N=[N+]=[N-])cc2)c1 (stereo not drawn),108,110,105,110,113,98,99,105
Cc1ccc2nc[nH]c2c1,118,99,99,100,89,94,101,107
CC(=O)n1c(-c2ccc(Cl)cc2)nc2c(c1=O)C(c1ccc(Cl)cc1)c1sc3c(Cl)cccc3c1O2 (stereo not drawn),-20*,7.0*,-4.5*,1.0*,1.5*,-64*,33,-39*
Cc1ccc(-c2nn(CC(=O)N3CCOCC3)c(N)c2C#N)cc1,99,108,101,108,111,96,102,104
O=CN1N=C(c2ccc(Nc3nc(NCCO)nc(NCCO)n3)cc2)CC1c1ccc(F)cc1 (stereo not drawn),108,91,107,118,108,85,94,98
COc1ccc(/C=C2\Sc3ccc(F)cc3C2=O)cc1,63,70,91,82,38,61,70,67
C=CCc1cc(C)cc2c(OC(C)=O)c(C(C)=O)c(-c3ccccc3)nc12,100,103,111,104,104,100,101,105
Cc1ccc(C2=NN3C(C2)c2cc(Cl)ccc2OC3c2ccc(Cl)cc2Cl)o1 (stereo not drawn),102,103,91,92,82,98,92,106
Brc1cccc(-n2ncc3c(Nc4ccc(-c5nnc(Nc6ccccc6)s5)cc4)ncnc32)c1,102,119,103,102,111,96,102,100
O=c1[nH]c(SCc2ccccc2)nc2nc(Nc3ccc(NC(=S)Nc4ccccc4)cc3)nc(-c3ccc(O)cc3O)c12,104,102,95,96,-2.6*,105,96,.
NC(=O)c1c(Nc2ccccc2)nn2cc(-c3nc4ccccc4s3)c(N)nc12,102,.,99,96,93,105,90,93
CC1(O)c2ccccc2N2C(=O)NC(=O)C23OC=CC13 (stereo not drawn),102,93,97,99,97,101,102,93

# Next part
SMILES,MDA-MB-435,HOP-62,CCRF-CEM,RPMI-8226,HOP-92,A549/ATCC,EKVX,M14
O=C1c2cccc([N+](=O)[O-])c2C(=O)c2cccc(Cl)c21,103,110,83,98,95,96,95,.
NC(c1ccccc1)c1cccs1 (stereo not drawn),96,91,.,104,77,101,.,102
O=C(Nc1ccc2ncnc(Nc3ccc(F)c(Cl)c3)c2c1)c1cccs1,70,73,77,53,38,43,45,65
CCCCC(C(O)c1ccccc1)N1CCOCC1 (stereo not drawn),113,92,105,115,87,107,110,109
N#CCCN1c2ccccc2Sc2ccccc21,100&97,100&104,98&56,93&78,.,97&89,92&89,112&98
O=c1[nH]c(F)nc2c1ncn2C1OC(CO)C(O)C1O (stereo not drawn),98,124,100,106,.,106,.,103
c1ccc(CCNCc2cccs2)nc1,98,110,109,.,.,113,95,86
COC(=O)[C@@]1(/C=C/c2ccccc2)C(=O)N(c2ccc([N+](=O)[O-])cc2)[C@@]1(C(=O)OC)c1ccccc1,78,68,46,42,.,73,60,74
CCN(CC)c1cccc(S(=O)(=O)O)c1,122,100,.,.,.,97,107,103
CCOc1cc(Cl)c(C(C)NC(=O)c2cccc(OC)c2)cc1OCC (stereo not drawn),-29*,-11*,-25*,-6.9*,-46*,17,.,-46*
CCCCC#Cc1c(/C=C(\CCCC)SCC)n(C)c(=O)[nH]c1=O,104,95,95,85,83,83,104,105
CC#C[C@]1(O)CCC2C3CCC4=CC(=O)CCC4=C3[C@@H](c3ccc(N(C)C)cc3)C[C@@]21C (stereo partly drawn),70,.,68,54,58,57,45,63
COc1ccc(-n2nc[nH]c2=O)cc1,106,84,94,95,97,94,98,94
CCSSCC,105,106,119,112,110,102,109,107
CC(=O)[C@@]1(O)CC[C@H]2[C@@H]3CCC4=CC(=O)CC[C@]4(C)[C@H]3[C@H](O)C[C@@]21C,107,96,102,100,111,100,102,98
O=C1OCC2=C1C(c1ccncc1)c1cc3c(cc1N2CCO)OCO3 (stereo not drawn),97,94,94,103,88,99,101,107
CCN1C(=O)/C(=c2\sc3n(c2=O)C2C(NN=3)N(C)C(=O)N2C)c2ccccc21 (stereo not drawn),90,90,.,129,108,106,92,99
NNC(=S)Nc1ccccc1F,98,105,59,105,.,120,.,118
COc1ccc2nc3nc4ccc[nH]c4cc3c2c1,101,88,98,83,122,91,68,101
CC(C)C1NC(=O)NC1=O (stereo not drawn),100,103,.,99,92,.,.,104
COc1ccc(-c2nnc(NC(=O)CN3CCN(c4cc5c(cc4F)c(=O)c(C(=O)O)cn5C4CC4)CC3)s2)cc1OC,103,96,99,102,106,100,108,98
COC(=O)/C=c1\[nH]n2/c(=C/c3ccc(OC)cc3)c(=O)nc-2n(-c2ccccc2)c1=O,101,98,96,95,76,98,69,102
OC(CN1CCOCC1)c1ccccc1 (stereo not drawn),102,90,82,64,76,91,102,96
CC(C)CNc1nc(N=[N+]=[N-])nc(NCC(C)C)n1,56[100 µM],84[100 µM],.,33[100 µM],-6.1*[100 µM],56[100 µM],.,58[100 µM]
Cc1cc(N(CCNc2ccnc3cc(Cl)ccc23)Cc2ccc3c(c2)OCO3)nc(N2CCN(C)CC2)n1,-63*,0.3*,-12*,-42*,-10*,26,73,-80*

# The listing continues:
SMILES,MDA-MB-435,HOP-62,CCRF-CEM,RPMI-8226,HOP-92,A549/ATCC,EKVX,M14
COc1ccc(Oc2nc(Nc3ccc(N4CCOCC4)cc3)ncc2N=Cc2ccc(O)c(OC)c2)cc1,102,109,92,93,84,95,98,109
CCN(CC)C(N)=S,106,102,73,108,102,100,100,106
Oc1c(Br)cc(Br)c2ccccc12,113,88,122,124,.,106,87,103
CCC(CCN)(CCN)[N+](=O)[O-],96,97,99,101,93,91,99,103
Cc1nc(N2N=C(c3ccccc3)CC2c2cccs2)sc1C(=O)/C=C/c1ccc(Cl)cc1 (stereo not drawn),104,105,98,99,97,94,97,103
N#Cc1c(-c2ccc(F)cc2)nc(N2NC(=O)CC2=O)nc1N1CCOCC1,102,98,105,105,106,80,90,93
Cc1[nH]c(C(=O)OCc2cn(CCCCNC(=O)COc3cccc4c3C(=O)N(C3CCC(=O)NC3=O)C4=O)nn2)c2c1C(=O)CCCC2 (stereo not drawn),98,89,104,91,88,101,89,98
Nc1nc2nn(-c3ccccc3)nc2c(=O)[nH]1,101,104,103,93,81,100,100,99
CC1(C)CC[C@]2(C(=O)NC3CCCCC3)CC[C@]3(C)C(=CC[C@@H]4[C@@]5(C)CCC(=O)C(C)(C)[C@@H]5CC[C@]43C)[C@@H]2C1,91,91,87,67,59,96,92,96
Cc1nnsc1C(=O)NCc1c(F)cccc1Cl,106,80,108,98,93,103,94,96
CC(=O)C1CC(C)CCC1C(C)C (stereo not drawn),121,107,70,56,47,106,106,103
CC1(C)OC(=O)NC1=O,111&100,105&106,103&96,104&101,80&100,100,111&100,113&109
Cc1ccc(/C=N\NC(=O)N/N=C/c2ccc(C)cc2)cc1,105,96,96,100,100,90,105,104
CCC/C=C/C=N/NC(=S)NC1CCCCC1,91,84,97,103,96,75,104,97
O=C(O)CCC(NS(=O)(=O)c1ccc([N+](=O)[O-])cc1)C(=O)O (stereo not drawn),96,103,93,97,.,96,95,107
Cc1ccc(S(=O)(=O)Nc2ccc(-[n+]3ccc(-c4cccc(C)c4)o3)cc2)cc1,97,97,91,82,68,80,89,98

# In the list so far, 13 have fluorine.
SMILES,MDA-MB-435,HOP-62,CCRF-CEM,RPMI-8226,HOP-92,A549/ATCC,EKVX,M14
CCCc1cc(=O)n2c(C(=O)Nc3c(F)cccc3F)c(C(=O)Nc3ccc(C(=O)OC)cc3)sc2n1,101,101,.,108,74,93,101,105
COc1ccc(NC(=S)N/N=C/c2cccc(F)c2)cc1,105,102,72,93,81,84,97,100
O=C(Nc1ccc2c(ccn2Cc2ccc(F)cc2)c1)c1cccnc1,55,76,.,81,87,86,63,103
N#CC1CN(S(=O)(=O)O[C@@H]2C(=O)N(c3cc4c5ccccc5ccc4c4ccccc34)[C@H]2c2ccc(F)cn2)C1,83,93,93,91,82,95,91,97
O=C(NNc1nc2cc(F)ccc2n2cncc12)c1cnccn1,25,36,14,25,64,22,20,0.3*
O=CN1N=C(c2ccc(Nc3nc(NCCO)nc(NCCO)n3)cc2)CC1c1ccc(F)cc1 (stereo not drawn),108,91,107,118,108,85,94,98
COc1ccc(/C=C2\Sc3ccc(F)cc3C2=O)cc1,63,70,91,82,38,61,70,67
O=C(Nc1ccc2ncnc(Nc3ccc(F)c(Cl)c3)c2c1)c1cccs1,70,73,77,53,38,43,45,65
O=c1[nH]c(F)nc2c1ncn2C1OC(CO)C(O)C1O (stereo not drawn),98,124,100,106,.,106,.,103
NNC(=S)Nc1ccccc1F,98,105,59,105,.,120,.,118
COc1ccc(-c2nnc(NC(=O)CN3CCN(c4cc5c(cc4F)c(=O)c(C(=O)O)cn5C4CC4)CC3)s2)cc1OC,103,96,99,102,106,100,108,98
N#Cc1c(-c2ccc(F)cc2)nc(N2NC(=O)CC2=O)nc1N1CCOCC1,102,98,105,105,106,80,90,93
Cc1nnsc1C(=O)NCc1c(F)cccc1Cl,106,80,108,98,93,103,94,96
